EPAC1 antag = EPAC1 (human) antagonism; EPAC1 GEF assay, Rap1b-BODIPY-GDP exchange fluorescence; Potency, µM (top dose mostly 115 µM), without a hit: at the top dose activity change, negative = inhibition, hits mostly inhibitors; 360,000 tested, 0.14% active;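 also: potency is read from the fitted curve at half-maximal effect; plate controls were vehicle for no effect and positive control for full effect; nearly all actives have a fitted effect of over 50% in size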
PI5P4Ka inh = PI5P4K alpha (human) kinase inhibition. PI5P4Kalpha enzyme, ADP-Glo luminescence, 60 min; active compounds read low. max response, %. 330,000 tested, 1.2% active. P48426; active = max response of -50% or lower; inconclusive = between -30% and -50%; inactive = -30% or higher; also: value at the top dose of about 77 µM; % is scaled to controls: 0 for no effect and ±100 for the full control effect
Target sequence (P48426 whole entry, looked up): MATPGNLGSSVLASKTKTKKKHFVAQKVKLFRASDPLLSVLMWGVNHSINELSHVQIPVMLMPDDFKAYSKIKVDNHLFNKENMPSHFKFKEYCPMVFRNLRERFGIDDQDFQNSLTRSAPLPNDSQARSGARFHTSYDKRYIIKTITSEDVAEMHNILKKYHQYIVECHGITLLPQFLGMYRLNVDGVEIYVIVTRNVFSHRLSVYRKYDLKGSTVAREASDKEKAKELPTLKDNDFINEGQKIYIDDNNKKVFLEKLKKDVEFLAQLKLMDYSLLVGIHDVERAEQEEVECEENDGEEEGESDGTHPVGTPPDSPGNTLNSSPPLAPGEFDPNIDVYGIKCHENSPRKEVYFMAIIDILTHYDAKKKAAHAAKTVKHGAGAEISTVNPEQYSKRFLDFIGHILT
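ADP-Glo luminescence end-point read after a 60 min room-temperature kinase reaction of PI5P4Kalpha plus substrate, initiated with ATP at 5 microM final. Buffer: 0.038 M HEPES pH 7.4, EGTA, 0.1% CHAPS, 5% DMSO.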
CCT modulator = changes cytosolic chaperonin activity; purified chaperonin ATPase assay, HTRF ADP detection, 30 min; activity change, % (test concentration not listed), hits read low; 360,000 tested, 0.3% active; AID 651819; in the data active = activity change below about -30%; also: % is scaled to controls: 0 for no effect and ±100 for the full control effect
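Enzyme 40 or 20 nM (batch-dependent) in Tris pH 7.4/KCl/MgCl2/DTT; cpd 76 uM single point; ATP 10 uM; 30 min 37 °C; Transcreener ADP HTRF detection, 30 min RT; ratio 665/615.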
PLK1 PBD block = inhibitors of human PLK1 polo-box domain binding; 360,000 tested, 2.8% active; Plk1 PBD binding of FITC phosphopeptide, fluorescence polarization; Potency, µM, for inactives: max response, negative = inhibition, most hits filed as inhibitors; AID 720504; P53350; also: potency is read from the fitted curve at half-maximal effect; series mostly up to about 57 µM; % is scaled to controls: 0 for no effect and ±100 for the full control effect; nearly all actives have a fitted effect of over 65% in size
Target sequence (P53350 whole entry, looked up, the tested form may be a part): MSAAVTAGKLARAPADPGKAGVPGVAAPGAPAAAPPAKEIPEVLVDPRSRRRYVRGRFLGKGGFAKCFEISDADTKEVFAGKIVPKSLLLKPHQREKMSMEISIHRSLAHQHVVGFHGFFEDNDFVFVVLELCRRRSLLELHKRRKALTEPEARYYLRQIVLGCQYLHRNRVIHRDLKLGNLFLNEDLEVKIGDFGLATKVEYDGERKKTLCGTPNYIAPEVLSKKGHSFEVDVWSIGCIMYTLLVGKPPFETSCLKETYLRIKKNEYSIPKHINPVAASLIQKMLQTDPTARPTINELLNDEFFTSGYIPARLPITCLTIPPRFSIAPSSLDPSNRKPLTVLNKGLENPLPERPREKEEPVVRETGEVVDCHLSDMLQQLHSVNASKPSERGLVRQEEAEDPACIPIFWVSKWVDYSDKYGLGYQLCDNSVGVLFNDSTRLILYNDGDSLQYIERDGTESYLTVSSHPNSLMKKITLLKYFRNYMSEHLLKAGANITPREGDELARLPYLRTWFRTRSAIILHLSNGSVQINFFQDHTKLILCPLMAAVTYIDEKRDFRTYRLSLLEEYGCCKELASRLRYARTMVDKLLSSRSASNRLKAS
MmCpn inh = M. maripaludis TRiC chaperonin inhibition. purified Mm-Cpn ATPase, ADP Transcreener TR-FRET. Potency, µM (titrated, usually from 76.9 µM), inactives show top-dose activity, negative = inhibition, most hits filed as inhibitors. 330,000 tested, 0.031% active. AID 504842; also: potency is read from the fitted curve at half-maximal effect; % is scaled to controls: 0 for no effect and ±100 for the full control effect; nearly all actives have a fitted effect of over 80% in size
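Compound-treated chaperonin, 25 nM final, turns over 10 uM ATP at 37°C for 30 min following a 10 min preincubation; ADP generated competes with ADP-d2 for Eu-cryptate antibody, lowering FRET.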
WRN helicase inh = inhibitors of human WRN helicase; Q14191; WRN helicase unwinding, fluorescent forked duplex, kinetic; Potency, µM (titrated, usually from 114 µM), for inactives: at the top dose activity change, negative = inhibition, most hits filed as inhibitors; 360,000 tested, 0.46% active; AID 651768; also: potency is read from the fitted curve at half-maximal effect; % is scaled to controls: 0 for no effect and ±100 for the full control effect; nearly all actives have a fitted effect of over 55% in size
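Kinetic fluorescence helicase assay: unwinding of a quenched forked DNA duplex (100 nM final) with 2 mM ATP final raises red fluorescence (525/598 nm). Compounds sat 15 min at room temperature with 20 nM WRN beforehand.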
EPAC1 ag = EPAC1 (human) agonism. AID 720707. 360,000 tested, 0.073% active. Potency, µM (doses to about 154 µM), without a hit: top-dose activation, most hits filed as activators. EPAC1 agonist qHTS, biochemical assay; response scale: 100% = response to 6.5 mM cAMP. O95398; also: potency is read from the fitted curve at half-maximal effect; nearly all actives have a fitted effect of over 60% in size
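Read-out is the fluorescence drop as BODIPY-GDP leaves Rap1B (480 nm excitation, 540 nm emission), recorded every 5 minutes over 30 minutes. Reactions held 100 nM EPAC1, 250 nM Rap1B–BODIPY-GDP and 50 uM GDP, with 6.5 mM cAMP setting full activation.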
EPAC2 antagonist = blocks human EPAC2 exchange factor | Q8WZA2 | EPAC2 GEF exchange of Rap1B-BODIPY-GDP, fluorescence | Potency, µM (top dose mostly 114 µM), inactives show at the top dose activity, negative = inhibition, usual class: inhibitors | 360,000 tested, 0.18% active | AID 720708; also: potency is read from the fitted curve at half-maximal effect; % is scaled to controls: 0 for no effect and ±100 for the full control effect; nearly all actives have a fitted effect of over 45% in size; many of its hits are not listed in these tables
* marks the source's active call; other numbers are inactive results; ? = inconclusive; / = not tested or not shown; & = joins results of further samples; [ ] = another dose, or the depositor's remark. Unless noted, calls follow the shape of the dose curve; as a rule, active = well fitted curve in the direction sought with a large enough effect; inconclusive = small, poorly fitted or top-dose-only effect, or another doubt; inactive = no such curve, though single readings can be large; an effect the other way counts as inactive or inconclusive.

SMILES	EPAC1 antag	PI5P4Ka inh	CCT modulator	PLK1 PBD block	MmCpn inh	WRN helicase inh	EPAC1 ag	EPAC2 antagonist
COc1ccc(C(=O)Nc2ccc(N3CCN(C(=O)c4cccs4)CC3)cc2)cc1Br	-29%	1	-1.1	-5%	0%	-4%	3%	-3%
O=C(N/N=C/c1cc([N+](=O)[O-])cc([N+](=O)[O-])c1O)/C(=C\c1cccs1)NC(=O)c1ccccc1	-5%	?	0.4	-25%	0%	26%	0%	-7%
CCc1cc(=O)oc2cc(C)c(CN3CCCC3)c(O)c12	?	/	-3.7	?	0%	32µM*	13%	-7%
CCOC(=O)c1ccc(NC(=O)CSc2nncn2-c2cccnc2)cc1	10%	-3	-5.0	-4%	-1%	-14%	5%	-3%
N#C/C(=C\c1cccs1)C(=O)NCc1ccco1	0%	-10	0.9	-6%	1%	-4%	6%	0%
CCn1cc(S(=O)(=O)NCCc2ccccc2OC)cn1	9%	0	1.1	-1%	-2%	13%	-10%	9%
CCCNC(=O)C1(C)CCN(C(=O)c2ccc3sccc3c2)C1 (stereo not drawn)	-3%	-4	-2.6	-8%	/	3%	2%	-6%
CCc1ccc(C(=O)NNC(=O)[C@H](C)NC(=O)c2ccco2)cc1	-12%	2	-10	1%	0%	5%	-3%	19%
O=C1c2ccccc2-c2c1cccc2C(=O)N1CCCCCC1	-8%	4	-3.0	-2%	-1%	-13%[57.1 µM]	-11%	-1%
COc1cc(/C=C/C2=CC(C)(C)NC(=S)N2)cc(OC)c1OC	2%	1	-3.2	-12%	-1%	-5%	-2%	9%
CC(C)C[C@H](NC(=O)NC1CCCc2ccccc21)C(=O)O (stereo partly drawn)	12%	-3	1.6	-1%	0%	0%	7%	-5%
O=C(Nc1ccc(NC(=O)c2ccccc2F)cc1)c1ccccc1F	-2%	-21	0.7	-9%	0%	-25%	-5%	8%
Cc1ccc(/C=N/n2cc(-c3ccccc3)[nH]c2=S)s1	5%	-13	-1.4	-10%	0%	5%	-11%	-1%
CN(CC(=O)NCc1cccc(F)c1)C(=O)c1ccco1	0%	/	2.1	3%	0%	-5%	2%	-3%
CCCn1nc(NC(=O)C2CCCO2)c2cc3cc(C)ccc3nc21 (stereo not drawn)	12%	-20	0.0	-11%	-10%	2%	2%	19%
Cn1nnc2cc(C(=O)Nc3ccccc3)ccc21	-2%	2	0.3	-2%	-7%	-2%	11%	-3%
O=C(Cn1[nH]c(=O)c2ccccc2c1=O)NNC(=O)c1ccccc1	-13%	-2	-0.7	-1%	0%	7%	-5%	3%
COc1ccc(S(=O)(=O)N2CCOCC2)cc1NC(=O)CSc1nnc2c(n1)[nH]c1ccccc12	?	2	-0.1	-15%	0%	-21%	-2%	-13%
COc1ccc(-c2csc(C(C)(O)c3ccc(OC)cc3)n2)cc1 (stereo not drawn)	-5%	10	-0.9	5%	/	-3%	14%	4%
O=c1ccc(-c2ccc(S(=O)(=O)Nc3cccc(Br)c3)o2)n[nH]1	16%	-4	-1.3	-13%	2%	9%	-4%	1%
CC1CCC2C(=O)N(c3ccccc3OC(=O)c3ccccc3)C(=O)C2C1 (stereo not drawn)	12%	6	-2.8	-8%	1%	2%	6%	0%
CCCCN(C(=O)CSCC(=O)Nc1ccc(OC)cc1)c1c(N)n(CC(C)C)c(=O)[nH]c1=O	5%	-6	0.9	-8%	/	9%	0%	4%
Cc1c(C(=O)Nc2nc3ccccc3[nH]2)cccc1[N+](=O)[O-]	-2%	13	-1.6	-5%	1%	-21%	6%	0%
O=C(CCC(=O)Nc1ccc(F)cc1)N/N=C/c1ccc(O)cc1	-23%	3	0.4	-2%	3%	-9%	-8%	8%
O=C(CCCSc1nc2ccccc2[nH]1)Nc1nnc(C2CC2)s1	-2%	-1	-6.2	-9%	0%	-10%	-4%	-7%

Reformatted field by field: entries from further up
> O=C(Cn1[nH]c(=O)c2ccccc2c1=O)NNC(=O)c1ccccc1
  EPAC1 antag: -13%	PI5P4Ka inh: -2	CCT modulator: -0.7	PLK1 PBD block: -1%	MmCpn inh: 0%	WRN helicase inh: 7%	EPAC1 ag: -5%	EPAC2 antagonist: 3%
> COc1ccc(S(=O)(=O)N2CCOCC2)cc1NC(=O)CSc1nnc2c(n1)[nH]c1ccccc12
  EPAC1 antag: ?	PI5P4Ka inh: 2	CCT modulator: -0.1	PLK1 PBD block: -15%	MmCpn inh: 0%	WRN helicase inh: -21%	EPAC1 ag: -2%	EPAC2 antagonist: -13%

Next section.
SMILES	EPAC1 antag	PI5P4Ka inh	CCT modulator	PLK1 PBD block	MmCpn inh	WRN helicase inh	EPAC1 ag	EPAC2 antagonist
OC1(c2ccc(F)cc2)CCN(Cc2nnnn2Cc2cccs2)CC1	4%	/	-1.8	-7%	-2%	1%	2%	9%
COCC(=O)N(C)C[C@H]1Oc2ncc(C#C[C@H](C)O)cc2C(=O)N([C@@H](C)CO)C[C@H]1C	-1%	5	-2.5	-17%	/	1%	-6%	16%
Clc1ccc(N/N=C/c2cccnc2)cc1	-11%	1	2.9	-1%	-2%	-13%	12%	-6%
CN(C)S(=O)(=O)c1cc(NC(=O)COC(=O)c2ccc3c(c2)OCO3)ccc1Cl	7%	0	-0.3	3%	0%	-27%	7%	2%
Cc1noc(NS(=O)(=O)c2ccc(NC(=O)CCn3c(=O)oc4ccccc43)cc2)c1C	-25%	-1	-2.3	-16%	1%	-1%	-2%	3%
CCCS(=O)(=O)NC(=O)C1(C)CCN(C(=O)c2cc3ccccc3s2)C1 (stereo not drawn)	-8%	5	-0.5	-3%	/	-7%	-1%	6%
O=C(CSc1ccc(Br)cc1)N1CCN(S(=O)(=O)c2ccccc2)CC1	7%	3	-2.9	?	0%	-31%	3%	-6%
COC(=O)c1ccc(CO/N=C/c2ccccc2OC)cc1	-26%	12	1.7	-12%	?	-10%	8%	-15%
COc1ccc(N2CCN(c3ncnc4c3[nH]c3ccccc34)CC2)cc1	-14%	0	0.7	2%	/	-3%	-8%	0%
Clc1ccc(-n2cccc2)cn1	-11%	-6	0.9	-8%	2%	6%	1%	-6%
Cc1ccc(-c2nc(CS(=O)CC(=O)NC3CCCC3)c(C)o2)cc1 (stereo not drawn)	-1%	2	0.6	-11%	1%	4%	-7%	-5%
Fc1cccc(CNc2ncnc3ccc(-c4ccc5c(c4)OCO5)cc23)c1	-10%	/	/	/	-8%&-1%	/	12%	-5%
Cc1nn(-c2ccccc2)c(Cl)c1C(=O)NNC(=O)c1ccccc1O	-29%	7	-0.2	-5%	4%	-18%	-17%	-5%
c1ccc(-c2n[nH]c3c2CCC3)cc1	8%	3	0.8	-1%	3%	10%	1%	8%
O=C(CN1C(=O)NC2(CCOc3ccccc32)C1=O)NCc1ccccc1 (stereo not drawn)	-18%	1	-2.1	-9%	0%	-1%	4%	-14%
CCOC(=O)C(C)Sc1nc2ccccc2c(=O)n1CC1CCCCC1 (stereo not drawn)	0%	/	-0.7	-1%	1%	5%	6%	-5%
CC(C)(C)C1CCC(C(=O)Nc2nccs2)CC1 (stereo not drawn)	-7%	-4	-0.1	1%	0%	-4%	5%	8%
O=C(O)CCC(=O)Nc1ccc(Br)cc1C(=O)c1ccccc1Cl	-4%	-1	0.9	-12%	1%	1%	6%	7%
CC(C)(C)SC(=O)C[C@@H]1NS(=O)(=O)OC2CCCCC21 (stereo partly drawn)	-5%	5	-0.4	-8%	-1%	2%	-3%	12%
Cc1n[nH]c(=S)n(NC(=O)CC(=O)Nn2c(=S)[nH]nc(C)c2=O)c1=O	0%	10	0.4	3%	0%	2%	-6%	9%
O=C(CN1CCN(c2ccc(F)cc2)CC1)Nc1ccc(S(=O)(=O)N2CCOCC2)cc1	-23%	0	0.6	0%	2%	1%	-10%	-6%
CC(=O)Nc1ccc(C(=O)OCC(=O)/C(C#N)=C(\C)N)cc1	0%	4	0.5	-7%	0%	-5%	1%	-9%
Cc1cc(N2C(=O)C(=O)/C(=C(/O)c3ccccc3)C2c2cccc(Br)c2)no1 (stereo not drawn)	-18%	0	-3.7	-15%	/	-1%	5%	-10%
Clc1ccc(Nc2nc(-c3cccnc3)cs2)cc1	-5%	-2	0.3	-5%	-1%	-7%	6%	4%
COc1cc(OC)c(OC)cc1CN1CCN(S(=O)(=O)c2ccc(F)cc2)CC1	14%	/	-0.7	1%	0%	1%	-2%	8%

Other entries:
SMILES	EPAC1 antag	PI5P4Ka inh	CCT modulator	PLK1 PBD block	MmCpn inh	WRN helicase inh	EPAC1 ag	EPAC2 antagonist
COc1ccc(CCN(C(=O)c2cccc(F)c2)C2CC(=O)N(c3ccc(OC)cc3)C2=O)cc1 (stereo not drawn)	-6%	-2	-0.5	-2%	-10%	-13%	2%	-11%
CCOc1ccc(CCNC(=O)C2CC(=O)N(c3ccccc3OCC)C2)cc1OCC (stereo not drawn)	-7%	2	-2.0	-2%	-1%	5%	7%	-11%
CCC(CC)NC(=O)CCCSc1nc2ccccc2[nH]1	-7%	3	1.6	-6%	0%	10%	-16%	4%
COc1ccc(-c2noc(-c3ccccc3-c3ccccc3)n2)cc1OC	-13%	23	1.2	4%	-5%	-19%	5%	6%
COCCn1c(SCC(=O)N2CCCc3ccccc32)nc2c(c1=O)SC(C)C2 (stereo not drawn)	5%	2	-2.3	1%	2%	1%	-6%	-17%
COC(=O)CCC(=O)c1oc2ccc(Br)cc2c1N	-3%	/	-3.3	-10%	-5%	-3%	2%	-8%
O=C(Nc1ccccc1F)c1ccco1	12%	/	0.6	2%	-1%	-5%	7%	8%
COc1ccc(S(=O)(=O)N2CCN(C(=O)c3cc(-c4ccc(C)cc4)n[nH]3)CC2)cc1	?	?	1.2	-6%	1%	-3%	-2%	2%
Cc1cc(C)cc(NS(=O)(=O)c2ccc(F)cc2)c1	-10%	2	1.0	5%	0%	-6%	0%	-18%
CCCCOc1ccc(C(=O)NNC(=S)NC(=O)CC)cc1	1%	-19	-2.2	-11%	0%	-29%[57.1 µM]	-1%	12%
CS(=O)(=O)N(CC(=O)N1CCCCCC1)c1ccc(Br)cc1	2%	/	-2.3	-8%	1%	4%	5%	3%
CCOc1ccc(NC(=O)COC(=O)c2c[nH]c3ccccc23)cc1	-4%	-10	-0.9	-13%	/	7%	8%	4%
O=C1NCCN(CC2CCN(CC3CCCC3)CC2)C1=O	-12%	-4	0.0	-12%	/	-1%	-20%	-5%
CS(=O)(=O)N(CC(=O)Nc1ccc2c(c1)OCO2)c1ccc2c(c1)OCO2	0%	/	-4.8	-4%	1%	2%	3%	4%
O=P(COCCOCCOCP(=O)(c1ccccc1)c1ccccc1)(c1ccccc1)c1ccccc1	-3%	1	-0.2	-14%	-4%	0%	10%	2%

Not all compounds are listed; rates above refer to the full screens.
